FEN1 inh – human FEN1 inhibition. P39748. Recombinant FEN1 flap cleavage, fluorescence, 15 min. Potency, µM (highest dose often 114 µM), inactives show top-dose activity change, negative = inhibition, actives largely listed as inhibitors. 0.35% of 390,000 active. AID 588795; further: nearly all actives have a fitted effect of over 65% in size
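Quantitative HTS format: each compound was titrated, incubated with 10 nM nuclease for 15 min at room temperature, then challenged with flap substrate at 50 nM final. Signal change over 15 min gave concentration–effect curves.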
KAT2A inh – blocks human GCN5L2 histone acetyltransferase; Potency, µM (highest dose often 58.9 µM), for inactives: at the top dose activity change, negative = inhibition, most hits filed as inhibitors; Q92830; AID 504327; 0.21% of 390,000 active; GCN5L2 HAT assay, ThioGlo1 CoA-SH fluorescence
Target sequence (Q92830 whole entry, looked up): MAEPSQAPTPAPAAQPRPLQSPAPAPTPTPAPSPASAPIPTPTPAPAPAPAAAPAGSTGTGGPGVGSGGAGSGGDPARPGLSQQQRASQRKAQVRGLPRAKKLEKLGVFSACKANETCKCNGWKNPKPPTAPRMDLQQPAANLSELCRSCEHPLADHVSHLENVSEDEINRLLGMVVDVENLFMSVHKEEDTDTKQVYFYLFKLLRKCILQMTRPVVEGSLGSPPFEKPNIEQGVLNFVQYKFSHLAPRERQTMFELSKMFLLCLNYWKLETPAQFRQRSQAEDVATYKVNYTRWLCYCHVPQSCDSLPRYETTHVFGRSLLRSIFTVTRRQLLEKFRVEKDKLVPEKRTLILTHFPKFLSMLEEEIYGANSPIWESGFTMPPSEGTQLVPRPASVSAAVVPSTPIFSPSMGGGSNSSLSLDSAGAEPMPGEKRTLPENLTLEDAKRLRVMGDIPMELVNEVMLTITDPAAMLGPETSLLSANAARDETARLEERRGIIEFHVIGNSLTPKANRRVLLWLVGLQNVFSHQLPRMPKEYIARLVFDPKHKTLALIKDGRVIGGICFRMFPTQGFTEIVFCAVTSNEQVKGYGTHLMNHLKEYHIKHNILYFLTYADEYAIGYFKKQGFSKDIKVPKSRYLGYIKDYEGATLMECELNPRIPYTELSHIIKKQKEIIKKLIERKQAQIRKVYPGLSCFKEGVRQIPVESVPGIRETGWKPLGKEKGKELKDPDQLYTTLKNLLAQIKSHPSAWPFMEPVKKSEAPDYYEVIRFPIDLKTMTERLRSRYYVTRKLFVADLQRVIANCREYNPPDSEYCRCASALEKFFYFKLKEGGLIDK
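GCN5L2 (20 nM) in 50mM HEPES pH 7.5, 0.1mM EDTA, 0.01% Tween-20 preincubated 15 min with compounds at room temperature. Reaction started with H3(1-25) 75uM, acetyl-CoA 70uM, ThioGlo1 50uM; CoA-thiol fluorescence (Ex340/Em540) read at 0 and 20 min.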
TDP1 cell CPT – DT40-hTDP1 cell growth loss with CPT; chicken DT40 Tdp1-/-;hTDP1 cells + 20 nM CPT, ATP luminescence, 48 h; Potency, µM (highest dose often 46.2 µM), inactives show at the highest dose activity change, negative = growth inhibition, hits mostly inhibitors; 12% of 420,000 active; further: nearly all actives have a fitted effect of over 55% in size
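Cell growth measured by CellTiter-Glo luminescence after a minimum 48 h, 37 C compound exposure with 20 nM CPT in Tdp1-knockout DT40 cells stably expressing hTDP1, seeded 400/well; qHTS titration format.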
The depositor's hits bear a star; u = inconclusive; x = not tested or not shown; & = joins results of further samples; [ ] = dose if it differs, or a comment. The call rests on the fitted dose curve; in most records, active means well fitted curve in the direction sought with a large enough effect; inconclusive means small, poorly fitted or top-dose-only effect, or another doubt; inactive means no such curve, though single readings can be large; an effect the other way counts as inactive or inconclusive. On the % scale 0 is the no-effect control and ±100 the full control effect; potency means the concentration at half of the fitted maximal effect. Not all compounds are listed. The share of hits here may be higher or lower than overall.

Start of the data: the first three records (preview)
SMILES	FEN1 inh	KAT2A inh	TDP1 cell CPT
COCCNS(=O)(=O)c1cc(C)c(C)cc1C	2%	-3%	u
COc1ccc(NC(=O)CCC(=O)Nc2nnc(CC(C)C)s2)cc1Cl	15%	0%	5%
Cc1cc2oc(=O)cc(CN3CCOCC3)c2cc1Cl	20%	-5%	6%

The whole of this part, from the first entry:
SMILES	FEN1 inh	KAT2A inh	TDP1 cell CPT
COCCNS(=O)(=O)c1cc(C)c(C)cc1C	2%	-3%	u
COc1ccc(NC(=O)CCC(=O)Nc2nnc(CC(C)C)s2)cc1Cl	15%	0%	5%
Cc1cc2oc(=O)cc(CN3CCOCC3)c2cc1Cl	20%	-5%	6%
CCN1C(=O)[C@H]2[C@H]3CN=C(SCC(=O)c4ccccc4)N3[C@@](C)(C(=O)OC)[C@H]2C1=O	-31%	-7%	u
CCc1ccc(S(=O)(=O)c2nnn3c2nc(N2CCN(c4ccccc4)CC2)c2cc(Cl)ccc23)cc1	21%	1%	-2%
COc1ccc(CC(=O)Oc2ccc(C#N)cc2)cc1	-12%	0%	3%
N#C/C(=C/c1cccc([N+](=O)[O-])c1)c1nnc2n1CCCCC2	-3%	22%	u
O=C1CC2(CCN(C(=O)c3ccc(Br)cc3)CC2)Oc2ccccc21	-6%	-4%	u
CC1(C)CC(=O)C(N=Nc2ccc(Br)cc2)=C(O)C1	-8%	-3%	-5%
COc1ccc(Cn2c(SCC(N)=O)nc3c(sc4ccccc43)c2=O)cc1	0%	-7%	u
COc1ccc(CC(=O)NCC(=O)N/N=C/c2sccc2C)cc1	6%	-1%	1%
CCOc1ccccc1N(C(=O)CNC(=O)c1ccco1)C(C(=O)NC1CCCC1)c1ccncc1 (stereo unspecified)	6%	-3%	4%
CC1(C)C(/C=C/C=C/C=C/C=C2\N(CCCCS(=O)(=O)O)c3ccc4ccccc4c3C2(C)C)=[N+](CCCCS(=O)(=O)[O-])c2ccc3ccccc3c21	20µM*	10µM*	-4%
COc1cccc(NC(=O)CCCn2c(=O)[nH]c3ccccc3c2=O)c1	1%	0%	-1%
COc1cccc(C2C(C#N)=C(N)N(N(C)C)C3=C2C(=O)CCC3)c1 (stereo unspecified)	17%	1%	-14%
COC(=O)Nc1nnc(COc2ccccc2)s1	5%	5%	-8%
CNc1ccc(/C=C/C(=O)c2cccc3ccccc23)cc1[N+](=O)[O-]	5%	-7%	16µM*
CCOC(=O)N1CCC(Nc2c(NCCCN(CC)Cc3ccccc3)c(=O)c2=O)CC1	-6%&-5%	-3%	-6%&-5%
COc1ccc2c(c1)CC/C2=N\OC(=O)c1ccccc1OC	-6%	-3%	-23%
CCCCNC(=O)N1CCN(S(C)(=O)=O)CC1	11%	0%	-20%
Cc1cccc(OCc2ccc(C(=O)Nc3ccc(F)cc3)cc2)c1	-1%	31%[activator]	u
COc1ccc(CCCN2CCC(CN3C(=S)NC[C@@H]3Cc3ccccc3)CC2)cc1OC	-17%	x	-1%
NC(=O)SCC(=O)Nc1ccc(Cl)cc1	-2%	4%	21µM*
COC(=O)c1ccc(-c2nc(-c3ccc(OC)c(OC)c3)no2)cc1	-4%	-1%	1%
O=C(COC(=O)CN1C(=O)NC2(CCCC2)C1=O)Nc1c(Cl)cccc1C(F)(F)F	0%	0%	1%
More entries follow:
SMILES	FEN1 inh	KAT2A inh	TDP1 cell CPT
CCOc1ccc(-c2nnc(SCC(=O)Nc3cc(C)on3)o2)cc1	-1%	-3%	8.2µM*
O=C(NCCc1ccccc1)c1cccc(N2C(=O)C3CC=CCC3C2=O)c1 (stereo unspecified)	-2%	-2%	0%
Oc1ccc(C=NCCc2ccccc2)cc1	18%	-4%	-13%
O=c1cc(-c2ccccc2F)nc(-c2ccccc2F)o1	6%	1%	-19%
CC1CCN(C(=O)CCC(=O)Nc2nnc(C3CCCCC3)s2)CC1	18%	-21%	u
CCOC(=O)C1CCN(C(=S)Nc2cccc(C)c2)CC1	-9%	-7%	1%
O=C(/C=C/c1ccc(Cl)cc1Cl)Nc1ccc(CN2CCOCC2)cc1	-22%	0%	u
CC(C)[C@H](NC(=O)c1ccccc1)C(=O)OCC(=O)N1CCCCCC1	10%	-2%	-5%
CSCCC(NC(=O)c1ccco1)C(=O)Nc1ccncc1 (stereo unspecified)	18%	0%	3%
CCCC1=NN2C(=N)/C(=C\c3cc(C)n(-c4cccc(C)c4)c3C)C(=O)N=C2S1	6%	1%	-15%
COc1ccc(C(=O)N2CC(=O)Nc3ccc(C)cc3C2c2ccccc2)cc1OC (stereo unspecified)	-2%	-6%	u
COC(=O)Cn1c(=NC(=O)c2cc(OC)c(OC)c(OC)c2)sc2cc(OC)ccc21	-2%	-4%	-24%
CN=c1sc2ccccc2n1CC(O)COCc1ccco1 (stereo unspecified)	3%	x	-15%
CCCCN(CCCC)CC(O)Cn1cc(/C=C/C(=O)c2ccccc2)c2ccccc21 (stereo unspecified)	u	-8%	10µM*
O=C(COC(=O)CN1C(=O)COc2ccccc21)NCc1ccc(F)cc1	2%	-1%	-14%
COc1cc(NC(=O)COc2ccccc2[N+](=O)[O-])ccc1NC(=O)c1cccs1	-6%	40%[activator]	u
Cc1nnc(SCC(=O)NCCc2ccccc2)s1	20%	-2%	-3%
CCC1CN(S(=O)(=O)c2cc(-c3cc(C)no3)ccc2OC)c2cc(C)ccc2O1 (stereo unspecified)	-23%&-1%	-18%&-1%	18µM*
COc1ccc(-c2nc(C)c(CCNS(=O)(=O)c3cc(C)c(C)cc3C)s2)cc1	-28%	-9%	x
Cc1ccc(NC(=O)c2ncn(CCCN[C@H](C)c3cccc4ccccc34)n2)cc1C	-19%	x	16µM*
O=C(CSc1nnc(-c2ccccc2Cl)o1)Nc1ccccn1	6%	-8%	u
O=C(COC(=O)c1ccc([N+](=O)[O-])cc1Cl)NC(=O)c1ccccc1	3%	2%	1%
C=CCn1c(CCNC(=O)c2ccccc2F)nnc1SCC(=O)Nc1nc(C)cs1	-3%	-9%	-28%
CCOC(CNC(=O)c1cc2c(=O)n(CC)c3ccccc3c2s1)OCC	2%	-1%	u
CC(C)(C)c1ccc(S(=O)(=O)NCc2ccc(C(=O)N3CCOCC3)cc2)cc1	-2%	-3%[0.501 µM]	u

Single values from the results shown:
Value of COc1ccc(NC(=O)CCC(=O)Nc2nnc(CC(C)C)s2)cc1Cl in KAT2A inh: 0%
Value of CC(C)[C@H](NC(=O)c1ccccc1)C(=O)OCC(=O)N1CCCCCC1 in TDP1 cell CPT: -5%
Value of COC(=O)c1ccc(-c2nc(-c3ccc(OC)c(OC)c3)no2)cc1 in KAT2A inh: -1%
Value of O=C1CC2(CCN(C(=O)c3ccc(Br)cc3)CC2)Oc2ccccc21 in FEN1 inh: -6%
Value of Cc1cccc(OCc2ccc(C(=O)Nc3ccc(F)cc3)cc2)c1 in KAT2A inh: 31%[activator]

Next results.
SMILES	FEN1 inh	KAT2A inh	TDP1 cell CPT
CN1CCN(CCCNCc2cn(CCC#N)c3ccccc23)CC1	-20%	-6%	0%
O=C(N/N=C/c1ccc(Br)s1)c1ccccn1	u	-2%	-19%
CCN(CC)S(=O)(=O)c1ccc(N2CC(C(=O)Nc3cccc(C(=O)NC4CC4)c3)CC2=O)cc1 (stereo unspecified)	3%	x	u
O=C(Nc1ccc(F)cc1)c1ccc(-n2cnc3cccnc32)cc1	-5%	-5%	x
Cc1ccc(NC(=O)CCN2C(=O)c3cccc([N+](=O)[O-])c3C2=O)c(Br)c1	0%	-10%	-2%
CCC(C)N(C(=O)COC(=O)c1ccc(=O)n(Cc2ccccc2)n1)C1CCS(=O)(=O)C1 (stereo unspecified)	2%	1%	0%
Cc1nn(Cc2ccc(F)cc2)c(C)c1NC(=O)c1cc2ncc(Br)cn2n1	-1%	-4%	u
COc1cccc(N2CCN(S(=O)(=O)c3cccc4nsnc34)CC2)c1	1%	-3%	-17%
Cc1ccc(C(C)NC(=S)NCc2ccc(F)cc2)c(C)c1 (stereo unspecified)	3%	-3%	21µM*
Cc1ccc(C)c(N(C)C(=O)CCNC(=O)Cn2cnc3ccccc3c2=O)c1	-3%	-6%	u
Cc1c(C=O)c2ccccn2c1C(=O)c1ccncc1	0%	-21%	u
C#CCCOC(=O)Nc1ccccc1	-8%	-9%	-21%
CC(=O)N1CCc2c(sc3c2c(=O)n(-c2ccccc2C)c(=O)n3CC(=O)c2ccccc2)C1	4%	-5%	-2%
CCOC(=O)c1cc(C(=O)OCC)c2cccc(C)n2c1=O	-5%	2%	7.3µM*
COC(=O)c1ccc(C(=O)OC)c(-n2c(=O)c3ccccc3c3ccccc3c2=O)c1	2%	-15%	u
O=C(CSc1ccc(-c2ccccn2)nn1)c1ccc(F)cc1	13%	-5%	10%
O=C(NCCCN=C1NS(=O)(=O)c2ccccc21)c1ccccc1Cl	-7%	-3%	9%
COC(=O)C1=C(N)c2ccccc2C1(C#N)c1ccccc1 (stereo unspecified)	-2%	-21%	-17%
Cc1ccccc1CCN(C(=O)Cn1nnc2ccccc21)C(C(=O)NCC1CCCO1)c1nc2ccccc2n1C (stereo unspecified)	-14%	-2%	u
COc1ccc(N(CC(=O)N/N=C/c2ccc(-c3ccc([N+](=O)[O-])cc3)o2)S(=O)(=O)c2ccc(C)cc2)cc1	2%	-3%	-28%
Cc1[nH]n(-c2ccccc2)c(=O)c1-c1ccc(Cl)cc1	-1%	1%	u
C=C1C2CC[C@@]3(C)C(c4ccoc4)OC(=O)C[C@@]13OC1CC(=O)C(C)(C)C(C(O)C(=O)OC)[C@]12C (stereo partly specified)	x	2%	u
CC(=O)NCc1cc(-c2ccc(Cl)cc2)no1	22%	-8%	-7%
CC(C)NC(=O)Nc1ccc2c(c1)C(=O)N([C@H](C)CO)C[C@H](C)[C@@H](CN(C)C(=O)Nc1ccc(C(F)(F)F)cc1)O2	11%	-1%	7%
CCOC(=O)/C=C1\CN(Cc2ccc(OC)cc2)S(=O)(=O)c2ccccc21	-1%	-10%	u
CC1CCC(N2CCN(c3ncccn3)CC2)CC1 (stereo unspecified)	-6%	x	2%

Sorted by heavy-atom count (ascending): some entries from above.
SMILES	FEN1 inh	KAT2A inh	TDP1 cell CPT
O=C(N/N=C/c1ccc(Br)s1)c1ccccn1	u	-2%	-19%
Cc1c(C=O)c2ccccn2c1C(=O)c1ccncc1	0%	-21%	u
O=C(CSc1ccc(-c2ccccn2)nn1)c1ccc(F)cc1	13%	-5%	10%
O=C(NCCCN=C1NS(=O)(=O)c2ccccc21)c1ccccc1Cl	-7%	-3%	9%
COC(=O)c1ccc(C(=O)OC)c(-n2c(=O)c3ccccc3c3ccccc3c2=O)c1	2%	-15%	u
CCN(CC)S(=O)(=O)c1ccc(N2CC(C(=O)Nc3cccc(C(=O)NC4CC4)c3)CC2=O)cc1 (stereo unspecified)	3%	x	u
Cc1ccccc1CCN(C(=O)Cn1nnc2ccccc21)C(C(=O)NCC1CCCO1)c1nc2ccccc2n1C (stereo unspecified)	-14%	-2%	u
